Screens from PubChem BioAssay.
Integrin act MD = integrin-mediated muscular dystrophy alleviation activation; Potency, µM (doses to about 38.3 µM), for the others: top-dose activation, actives largely listed as activators; alpha7betagal myoblasts, beta-gal FDG fluorescence, 48 h; 350,000 tested, 0.064% active;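 note: potency is the fitted concentration of half-maximal effect; 100% = response of the positive control SU9516; nearly all actives have a fitted effect of over 60% in size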
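alpha7betagal+/- myoblasts (passage 13, 250/well) treated 48 h at 37C with compounds at 1:260 dilution of DMSO stock. Lysed, then beta-galactosidase activity read as FDG fluorescence (ex 480/em 540) after 30 min, with pre-read for autofluorescence.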
Eya2 inh = blocks the phosphatase activity of human Eya2. O00167. recombinant Eya2, OMFP fluorescence dephosphorylation (OMFP is methylfluorescein phosphate). Potency, µM (doses to about 76.9 µM), for the others: at the top dose activity, negative = inhibition, most hits filed as inhibitors. 330,000 tested, 0.006% active. AID 488837; note: potency is the fitted concentration of half-maximal effect; % is set by controls: 0 for no effect and ±100 for the full control effect
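Eya2 protein (added as 0.2 uM solution) was preincubated with compound for 10 min at ambient temperature in 50 mM HEPES pH 7.5, 50 mM NaCl, 5 uM MgCl2, 0.05% BSA, 1 mM DTT. OMFP (added at 50 uM) then reacted 10 min; fluorescence read at 485/525 nm.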
Tb PFK block = inhibitors of T. brucei phosphofructokinase. O15648. T. brucei PFK, ADP-Glo luminescence. Potency, µM (highest dose often 57.5 µM), for inactives: at the top dose activity, negative = inhibition, usual class: inhibitors. 330,000 tested, 0.17% active. AID 485367;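 note: potency is the fitted concentration of half-maximal effect; 0% = uninhibited 1x PFK enzyme wells and -100% = no-enzyme wells; nearly all actives have a fitted effect of over 60% in size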
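Activity is normalized to no-enzyme wells (full inhibition) and 1.25 nM enzyme wells (no inhibition). Reaction: 0.5 mM F6P, 0.1 mM ATP, 45 min RT, ADP-Glo luminescence; concentration-response curves fitted and classed by quality.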
BCR signal inh = inhibitors of chronic active B-cell receptor signaling; ABC-DLBCL IkBa-CBG/CBR reporter, luminescence ratio, 4 h; Potency, µM (series often up to 46.1 µM), without a hit: at the highest dose ratio change, negative = lower green/red ratio, actives largely listed as inhibitors; 340,000 tested, 0.05% active; active = well fitted inhibition curve with a large enough effect in the signal ratio, with a control signal flat, not every such curve was filed as active; inconclusive = small, poorly fitted or top-dose-only effect, or effect the other way, or a change in a side signal; the % refers to the signal ratio;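 note: potency is the fitted concentration of half-maximal effect; plate controls were basal doxycycline-induced cells for no effect and cells given 10 µM MG132 for full effect; MG132 reads +100%, hits lower the ratio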
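Compounds up to 46 uM were incubated four hours with TMD8 cells whose green CBG68 luciferase is fused to IkappaBalpha; red CBR luminescence normalised the signal, and concentration-effect curves were fitted to fusion, red and ratio data.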
ELG1 repair inh = ELG1-dependent DNA repair inhibition | HEK293T ELG1-luciferase reporter, luminescence, 16 h; DNA damage induced by 5-fluorouridine | Potency, µM (doses to about 46.1 µM), inactives show top-dose activity change, negative = inhibition, usual class: inhibitors | 330,000 tested, 2.3% active; note: potency is the fitted concentration of half-maximal effect; % is set by controls: 0 for no effect and ±100 for the full control effect; nearly all actives have a fitted effect of over 55% in size
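Quantitative HTS, concentration-response format. 2,000 cells/well co-treated with 5-fluorouridine and compound, 16 hr in 5% CO2 at 37 °C; ONE-Glo luminescence read after 30 min.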
TSHR antagonist = blocks TSH signaling through the human TSH receptor; P16473; TSHR-expressing cells, TSH-stimulated cAMP HTRF, 2 h; active compounds read low; activity change, negative = inhibition, % at 11.5 µM; 330,000 tested, 0.2% active; AID 504810;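 active = activity change below a set negative limit, meaning inhibition stronger than a set level, cut at about -70% in these data; inconclusive = activity change between two set negative limits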; note: % is set by controls: 0 for no effect and ±100 for the full control effect
Target sequence (P16473 whole entry, looked up): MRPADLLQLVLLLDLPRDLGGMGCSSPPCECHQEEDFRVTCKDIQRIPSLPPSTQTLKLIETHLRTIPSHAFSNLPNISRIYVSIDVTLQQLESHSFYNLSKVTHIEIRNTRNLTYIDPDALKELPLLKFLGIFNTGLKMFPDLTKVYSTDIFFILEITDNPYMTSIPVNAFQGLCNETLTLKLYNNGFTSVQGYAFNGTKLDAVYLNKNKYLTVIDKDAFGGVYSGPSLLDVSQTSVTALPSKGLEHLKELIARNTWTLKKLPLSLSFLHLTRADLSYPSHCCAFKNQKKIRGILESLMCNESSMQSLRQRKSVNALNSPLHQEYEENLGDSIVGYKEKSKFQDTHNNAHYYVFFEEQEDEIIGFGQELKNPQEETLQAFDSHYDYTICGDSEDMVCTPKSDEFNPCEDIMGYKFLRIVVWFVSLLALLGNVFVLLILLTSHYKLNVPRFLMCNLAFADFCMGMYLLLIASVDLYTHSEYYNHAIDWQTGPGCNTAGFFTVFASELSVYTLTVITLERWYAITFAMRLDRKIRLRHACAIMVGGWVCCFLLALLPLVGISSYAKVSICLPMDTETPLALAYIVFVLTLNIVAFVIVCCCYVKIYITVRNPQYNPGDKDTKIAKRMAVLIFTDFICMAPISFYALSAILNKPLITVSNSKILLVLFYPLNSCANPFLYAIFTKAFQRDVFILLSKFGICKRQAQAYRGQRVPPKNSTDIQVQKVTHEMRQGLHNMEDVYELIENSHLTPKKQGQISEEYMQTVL
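TSHR-expressing cells were treated with compounds, then stimulated with TSH at EC80 (4nM final) for 2 hours at 37 deg C. Cellular cAMP was measured by HTRF competition between lysate cAMP and cAMP-d2 for a cryptate-labelled anti-cAMP antibody.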
Mito fusion yeast = inhibitors of mitochondrial division or activators of mitochondrial fusion; 320,000 tested, 0.23% active; Potency, µM (titrated, usually from 46.1 µM), inactives show top-dose growth rescue (activation), hits mostly activators; S. cerevisiae fusion-defective mutant growth rescue, CellTiterGlo 48 h;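 note: potency is the fitted concentration of half-maximal effect; % of control where 0% means no effect; nearly all actives have a fitted effect of over 45% in size; temperature-sensitive fusion mutants such as fzo1-1 at 37 °C on non-fermentable ethanol glycerol medium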
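S. cerevisiae fusion-defective temperature-sensitive mutants (e.g. fzo1-1, mgm1-5) grown 48 h at 37C in YPEG (ethanol/glycerol non-fermentable) medium with 23 nl compound per well; growth rescue read as CellTiterGlo luminescence.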
TSG101-PTAP inh = blocks PTAP/TSG101 interaction to inhibit HIV-1 budding; Potency, µM (doses to about 115 µM), inactives show at the highest dose activity change, negative = inhibition, usual class: inhibitors; Fluorescence polarization, FITC-PTAP peptide / Tsg101 binding; AID 493005; Q99816; 340,000 tested, under 10 active; active = well fitted inhibition curve with a large enough effect in the main read-out, with a control signal flat, not every such curve was filed as active; inconclusive = small, poorly fitted or top-dose-only effect, or effect the other way, or a change in a side signal; inactive = no such curve, though single readings can be large or run the other way; note: potency is the fitted concentration of half-maximal effect; % of control where 0% means no effect
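Tsg101 binding domain (10 uM final) was mixed with compound and a FITC-labeled PTAP peptide (50 nM final) in HEPES pH 7.5 buffer with NaCl, Tween 20, EDTA and TCEP; fluorescence polarization was read after 20 min at r.t.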
A-T KAP1 phos = potential ataxia-telangiectasia treatments restoring KAP-1 phosphorylation | […] A-T fibroblasts, KAP-1 phosphorylation AlphaLISA; neocarzinostatin DNA damage 30 min before lysis | Potency, µM (series often up to 57.5 µM), without a hit: top-dose activation, most hits filed as activators | 320,000 tested, 0.19% active | AID 485349; note: potency is the fitted concentration of half-maximal effect; % of control where 0% means no effect; nearly all actives have a fitted effect of over 45% in size
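hTERT-immortalized A-T patient fibroblasts ([…]), 500 cells/well in OPTI-MEM, 1% FBS, got compounds for 60 min, then NCS for 30 min at 37C. Lysates were then assayed for phospho-KAP-1 by AlphaLISA (anti-pKAP1 donor, anti-KAP1 acceptor beads), 6 hr at 25C.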
ASM inhibitor = inhibitors of human secretory acid sphingomyelinase; Potency, µM (titrated, usually from 57.5 µM), for the others: at the highest dose activity change, negative = inhibition, usual class: inhibitors; P17405; AID 504937; placental ASM, HMU-PC fluorogenic substrate, 60 min; 340,000 tested, 0.006% active; note: potency is the fitted concentration of half-maximal effect
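HMU-PC0 cleavage (9 uM final) by human placental ASM, 60 min at 37 °C following 10 min compound exposure at RT; stopped at pH 10, fluorescence Ex 386/Em 447 nm.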
TCR act = T cell receptor activation; Potency, µM (doses to about 9.22 µM), without a hit: at the highest dose activation of IL-2 secretion, actives largely listed as activators; primary human leukocytes, anti-CD3, IL-2 HTRF, 48 h; 330,000 tested, under 10 active; note: % of control where 0% means no effect
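Activity was scored as IL-2 release from primary human leukocytes given only a TCR signal (a-CD3 beads) plus compound for 48 hr. Detection used a two-antibody HTRF format read at 665nm.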
An asterisk follows results filed as active; u = inconclusive; x = no result given. Unless noted, calls come from the whole dose curve; as a rule, active = well fitted curve in the direction sought with a large enough effect; inconclusive = small, poorly fitted or top-dose-only effect, or another doubt; inactive = no such curve, though single readings can be large; an effect the other way counts as inactive or inconclusive.

Order of values – Integrin act MD | Eya2 inh | Tb PFK block | BCR signal inh | ELG1 repair inh | TSHR antagonist | Mito fusion yeast | TSG101-PTAP inh | A-T KAP1 phos | ASM inhibitor | TCR act
- C#CCOCCOCCOCCNc1nc(N2CCN(C(=O)[C@H](CCC(=O)O)n3cc([C@@H](N)[C@H](C)CC)nn3)CC2)nc(N2CCN(C(=O)[C@H](CCCCN)n3cc([C@@H](N)CC(N)=O)nn3)CC2)n1
 : 10% | -27% | 4% | -6% | 8% | -8 | x | -3% | 4% | 4% | -5%
- CNC(=O)c1ccccc1S(=O)c1ccccc1COC(C)=O (stereo not given)
 : -14% | -1% | 1% | u | -1% | 0 | -3% | 0% | 0% | -2% | -2%
- O=C(N/N=C/c1sc(=O)n(Cc2ccc(Br)cc2)c1Cl)c1ccco1
 : -8% | 4% | -6% | -8% | -18% | -4 | -3% | 1% | -14% | -1% | -5%
- Cc1cccn2c(=O)nc(SCC(=O)Nc3cccc4ccccc34)nc12
 : -11% | -8% | -2% | -14% | 0% | 3 | 14% | 0% | 3% | -1% | -6%
- CC1Cc2cc(S(=O)(=O)N3CCC(C(N)=O)CC3)ccc2N1C(=O)C1CC1 (stereo not given)
 : -2% | -9% | 1% | 6% | -1% | 6 | -9% | -7% | 5% | 3% | -20%
- Cc1ccc(S(=O)(=O)N2CCN(S(=O)(=O)c3ccc(C)cc3)C2)cc1
 : 19% | -2% | 0% | 17% | 6% | -6 | 2% | -1% | 5% | -3% | 0%
- COc1ccc(C(=O)C[n+]2cccc3cc(C)ccc32)cc1
 : -18% | -5% | 0% | -8% | -8% | 23 | -4% | 3% | -4% | -1% | 1%
- O=c1[nH]c(C(Cl)(Cl)Cl)nc2ccc3ccccc3c12
 : -19% | 10% | 0% | -8% | -12% | -11 | 31% | -2% | -4% | -2% | -6%
- Cc1cc(C)cc(CSc2ccc(S(=O)(=O)N3CCCC3)cn2)c1
 : -8% | 13% | -4% | 4% | -12% | -4 | 9% | 1% | 9% | -3% | -11%
- O=C1CCCc2c1cc(C(=O)O)c(=O)n2-c1ccccc1
 : 8% | 6% | 5% | 2% | 2% | 0 | 3% | 0% | 2% | 1% | -6%
- Cc1cc(Nc2n[nH]c(N)c2C#N)ccc1F
 : 3% | 11% | -1% | 1% | 6% | 1 | 3% | 0% | 3% | 3% | 9%
- CCOc1ccc(S(=O)(=O)Nc2ccccc2C(=O)NCc2ccco2)cc1
 : -1% | 19% | 0% | 1% | 0% | 10 | 12% | 1% | x | -1% | 5%
- O=C(COC(=O)C1=COCCO1)NCCCc1ccccc1
 : 2% | 11% | -8% | 0% | 27% | 0 | 1% | -4% | 3% | 0% | -4%
- COc1ccc(CNC(=O)CN(c2ccc(C)cc2)S(=O)(=O)c2c(C)noc2C)cc1
 : -34% | -3% | 3% | 0% | 1% | -22 | 2% | -2% | -5% | -2% | -6%
- COc1ccc(C(=O)NCc2ccc(C(=O)NCC(OC)OC)cc2)cc1OC
 : 33% | -17% | 1% | -11% | 10% | 9 | -3% | 0% | -1% | 0% | -8%
- Cc1ccc(S(=O)(=O)NCC(=O)OCCOc2cccc(Cl)c2)cc1
 : 5% | 9% | -6% | 1% | -6% | -9 | -3% | -5% | 8% | -8% | 2%
- Cc1cc(-c2nn(-c3ccccc3F)cc2CN2CCN(c3ccccn3)CC2)c(C)s1
 : 6% | 1% | -1% | 16% | -6% | -8 | 14% | 0% | 0% | -6% | 0%
- Cc1cc(=O)oc(C)c1C(=O)OCC(=O)c1ccc2ccccc2c1
 : 0% | -11% | 5% | 0% | u | 9 | -2% | 0% | -3% | -11% | -6%
- O=C(Nc1ccc(C2=NCCN2)cc1)c1ccc(C(=O)Nc2ccc(C3=NCCN3)cc2)c(Cl)c1
 : -5% | u | u | u | -11% | 25 | 20% | -2% | -3% | 0% | 4%
- Nc1nn(S(=O)(=O)c2cccc3nsnc23)cc1-c1ccc(Br)cc1
 : 6% | 4% | 3% | u | u | -7 | 16% | -1% | 1% | -17% | -7%
- CCn1nc(C)c(CNC(=O)C2CCC(=O)N(CCc3ccc(OC)cc3)C2)c1C (stereo not given)
 : 20% | -8% | -1% | u | 4% | -19 | 3% | -3% | 1% | 1% | 0%
- CC1(C2CC2)NC(=O)N(CC(=O)Nc2ccccc2-c2ccccc2)C1=O (stereo not given)
 : -10% | 3% | 3% | 2% | 17% | 11 | -11% | -5% | 0% | 5% | 13%
- O=C(NCc1ccccn1)c1nc(Cn2cc([N+](=O)[O-])cn2)no1
 : u | 3% | 1% | -6% | 7% | 3 | 3% | -3% | -3% | 2% | 1%
- O=C(NC(Cc1ccccc1)C(=O)O)c1cccnc1Cl (stereo not given)
 : 0% | -8% | 1% | 0% | -4% | 3 | -5% | -6% | -1% | 31% | -12%
- CC1Cc2ccccc2N1Cc1nc2cc(Cl)ccc2c(=O)[nH]1 (stereo not given)
 : 3% | 14% | -3% | 27% | u | -3 | 4% | -5% | -4% | 1% | -2%
- O=C(NCC(=O)N1CCN(Cc2ccccc2)CC1)c1cc(Cl)cc([N+](=O)[O-])c1
 : -32% | -30% | 15% | -2% | u | x | x | 1% | -14% | 1% | -3%
- CC(=O)c1ccc(-n2nncc2C)cc1
 : 13% | 2% | 0% | 1% | 30% | 6 | 0% | -5% | -7% | 2% | 2%
- O=C(Cc1cccs1)N/N=C/C(Cl)=C/c1ccccc1
 : 0% | 0% | -5% | 1% | u | -21 | -6% | -2% | 0% | -1% | -3%
- Cc1cccc(C)c1NC(=O)CNC(=O)C1CC(=O)N(Cc2ccccc2)C1 (stereo not given)
 : 1% | -9% | -1% | -8% | 17% | 0 | 0% | -3% | -4% | -1% | 8%
- COC(=O)Cn1cnc2sc(C)c(S(=O)(=O)N3CCC(C)CC3)c2c1=O
 : 14% | -27% | 1% | 6% | 15% | -2 | -2% | -7% | -1% | 4% | -2%
- COc1cc(S(=O)(=O)N2CCN(Cc3ccc4c(c3)OCO4)CC2)ccc1NC(C)=O
 : x | -8% | 2% | -1% | -2% | 16 | x | x | -21% | x | x

Sorted by count of non-hydrogen atoms (ascending): 8 of the compounds above.
Order of values – Integrin act MD | Eya2 inh | Tb PFK block | BCR signal inh | ELG1 repair inh | TSHR antagonist | Mito fusion yeast | TSG101-PTAP inh | A-T KAP1 phos | ASM inhibitor | TCR act
- CC(=O)c1ccc(-n2nncc2C)cc1
 : 13% | 2% | 0% | 1% | 30% | 6 | 0% | -5% | -7% | 2% | 2%
- O=C(Cc1cccs1)N/N=C/C(Cl)=C/c1ccccc1
 : 0% | 0% | -5% | 1% | u | -21 | -6% | -2% | 0% | -1% | -3%
- O=C(NC(Cc1ccccc1)C(=O)O)c1cccnc1Cl (stereo not given)
 : 0% | -8% | 1% | 0% | -4% | 3 | -5% | -6% | -1% | 31% | -12%
- O=C(NCc1ccccn1)c1nc(Cn2cc([N+](=O)[O-])cn2)no1
 : u | 3% | 1% | -6% | 7% | 3 | 3% | -3% | -3% | 2% | 1%
- COC(=O)Cn1cnc2sc(C)c(S(=O)(=O)N3CCC(C)CC3)c2c1=O
 : 14% | -27% | 1% | 6% | 15% | -2 | -2% | -7% | -1% | 4% | -2%
- CC1(C2CC2)NC(=O)N(CC(=O)Nc2ccccc2-c2ccccc2)C1=O (stereo not given)
 : -10% | 3% | 3% | 2% | 17% | 11 | -11% | -5% | 0% | 5% | 13%
- CCn1nc(C)c(CNC(=O)C2CCC(=O)N(CCc3ccc(OC)cc3)C2)c1C (stereo not given)
 : 20% | -8% | -1% | u | 4% | -19 | 3% | -3% | 1% | 1% | 0%
- COc1cc(S(=O)(=O)N2CCN(Cc3ccc4c(c3)OCO4)CC2)ccc1NC(C)=O
 : x | -8% | 2% | -1% | -2% | 16 | x | x | -21% | x | x
